# GALK inh: qHTS Assay for Inhibitors of Human Galactokinase (GALK): NCGC Sytravon Library Screen; P51570; recombinant GALK, Kinase-Glo ATP luminescence, 1 h; Potency, µM (top dose mostly 57.5 µM), inactives show at the top dose activity, negative = inhibition, usual class: inhibitors; 44,000 tested, under 10 active;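 also: plate controls were full GALK reaction for no effect and reaction lacking GALK for full effect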
# Target sequence (P51570 whole entry, looked up): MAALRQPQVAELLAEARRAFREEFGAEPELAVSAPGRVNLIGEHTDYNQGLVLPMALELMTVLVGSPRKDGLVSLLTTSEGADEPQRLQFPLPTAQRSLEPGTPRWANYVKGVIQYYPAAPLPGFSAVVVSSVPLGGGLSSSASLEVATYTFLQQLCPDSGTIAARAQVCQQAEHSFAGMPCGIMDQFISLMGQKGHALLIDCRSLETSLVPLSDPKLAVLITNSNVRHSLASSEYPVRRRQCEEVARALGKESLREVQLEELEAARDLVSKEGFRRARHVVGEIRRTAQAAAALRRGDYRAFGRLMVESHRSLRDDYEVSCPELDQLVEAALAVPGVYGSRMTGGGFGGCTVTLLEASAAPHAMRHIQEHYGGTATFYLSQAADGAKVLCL
#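 Luminescent ATP-depletion readout (Kinase-Glo Plus) after 1 h room-temperature incubation of human GALK (5 nM) with galactose 100 µM and ATP 35 µM, pH 8.0 HEPES/Mg2+ buffer; compounds tested in qHTS format.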
# p53null 39C tox: qHTS Screen for Compounds that Selectively Target Cancer Cells with p53 Mutations: Cytotoxicity of p53 Null Cells at the Nonpermissive Temperature; H1299 p53-null (neo) cells, 39C, ATPlite viability, 24 h; Potency, µM (top dose mostly 46.1 µM), for the others: top-dose activity, negative = cell killing, hits mostly cytotoxic; 55,000 tested, 0.97% active;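 also: potency is read from the fitted curve at half-maximal effect; 0% = DMSO only and -100% = full killing by 100 µM tamoxifen; nearly all actives have a fitted effect of over 50% in size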
#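 Cells seeded at 600/well, 37C overnight. Compound added (up to 46 uM), plates shifted to 39C for 24 hr. ATPlite added, luminescence read after 20 min at room temperature.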
# B2AR arrestin ag: qHTS assay of beta-arrestin-biased ligands of beta2-adrenergic receptor: NCGC Sytravon Library Screen | Beta-2 adrenergic receptor (Homo sapiens), P07550 | HTLA Tango cells, beta-arrestin recruitment, luciferase luminescence, 18 h | Potency, µM (top dose mostly 46.1 µM), without a hit: at the top dose activation, actives largely listed as activators | 44,000 tested, under 10 active;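 also: potency is read from the fitted curve at half-maximal effect; 0% = DMSO and full agonism = EC100 isoproterenol or metaproterenol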
#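 First, Tango cells carrying beta2-AR and beta-arrestin fusions received compound up to 46 microM. After 18 hr at 37 degrees C, luciferase substrate was added for 15 minutes, then luminescence gave %Activity for curve fitting.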
# TSG101-PTAP inh: qHTS Validation Assay for Inhibitors of HIV-1 Budding by Blocking the Interaction of PTAP/TSG101: Sytravon Library Screen; Tumor susceptibility gene 101 protein (Homo sapiens), Q99816; Fluorescence polarization, FITC-PTAP peptide/Tsg101, 20 min; Potency, µM (titrated, usually from 115 µM), for inactives: top-dose activity change, negative = inhibition, usual class: inhibitors; 44,000 tested, under 10 active; also: potency is read from the fitted curve at half-maximal effect; 0% is about no effect
# Target sequence (Q99816 whole entry, looked up): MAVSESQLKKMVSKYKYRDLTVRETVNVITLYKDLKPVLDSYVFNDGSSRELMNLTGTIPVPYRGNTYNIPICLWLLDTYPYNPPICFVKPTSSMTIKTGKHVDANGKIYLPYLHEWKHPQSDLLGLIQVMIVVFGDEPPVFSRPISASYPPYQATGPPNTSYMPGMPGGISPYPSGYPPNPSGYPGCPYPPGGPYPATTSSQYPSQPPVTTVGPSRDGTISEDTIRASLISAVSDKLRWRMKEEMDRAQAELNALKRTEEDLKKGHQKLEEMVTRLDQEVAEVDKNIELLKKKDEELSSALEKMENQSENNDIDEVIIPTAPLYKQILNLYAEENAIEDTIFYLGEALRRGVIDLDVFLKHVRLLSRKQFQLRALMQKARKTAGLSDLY
#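 FITC-labeled PTAP peptide (50 nM final) binding to Tsg101 binding domain (10 uM final) read by fluorescence polarization after 20 min at r.t. in HEPES pH 7.5 buffer. Actives by CRC class, <25 µM.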
# FH mod: Identification of activators of human fumarate hydratase by quantitative high-throughput screening; Fumarate hydratase, mitochondrial (Homo sapiens), P07954; FH coupled MDH/diaphorase resazurin fluorescence, 15 min; Potency, µM (top dose mostly 79.9 µM), without a hit: at the highest dose activity change, negative = inhibition, usual class: inhibitors; 54,000 tested, 0.22% active; AID 1347055, 2019; also: potency is read from the fitted curve at half-maximal effect; % is scaled to controls: 0 for no effect and ±100 for the full control effect; the screen sought activators but most active calls are inhibition curves; nearly all actives have a fitted effect of over 45% in size
# NTMT1 inhibitor: Primary qHTS for Inhibitors of N-terminal methyltransferase 1 (NTMT1): MTaseGlo Assay; NTMT1 MTase-Glo SAH luminescence, purified enzyme; N-terminal Xaa-Pro-Lys N-methyltransferase 1 (Homo sapiens), Q9BV86; Potency, µM (doses to about 114 µM), inactives show at the highest dose activity change, negative = inhibition, usual class: inhibitors; 59,000 tested, 2.5% active;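 also: potency is read from the fitted curve at half-maximal effect; plate controls were DMSO vehicle for no effect and no enzyme for full effect; nearly all actives have a fitted effect of over 65% in size; many of its hits are not listed in these tables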
# Target sequence (Q9BV86 whole entry, looked up): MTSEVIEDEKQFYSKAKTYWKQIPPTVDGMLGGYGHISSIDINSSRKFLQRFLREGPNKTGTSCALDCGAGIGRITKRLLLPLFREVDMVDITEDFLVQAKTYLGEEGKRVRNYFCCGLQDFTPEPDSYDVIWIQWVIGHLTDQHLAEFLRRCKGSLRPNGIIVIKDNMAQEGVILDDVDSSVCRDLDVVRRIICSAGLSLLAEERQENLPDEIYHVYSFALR
# p53null 32C tox: qHTS Screen for Compounds that Selectively Target Cancer Cells with p53 Mutations: Cytotoxicity of p53 Null Cells at the Permissive Temperature | 55,000 tested, 0.62% active | H1299-neo p53 null cells, ATP luminescence, 24 h, 32C | Potency, µM (series often up to 46.1 µM), inactives show top-dose activity change, negative = cytotoxicity, usual class: cytotoxic | AID 903, 2007;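 also: potency is read from the fitted curve at half-maximal effect; 0% = DMSO only and -100% = full killing by 100 µM tamoxifen; nearly all actives have a fitted effect of over 55% in size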
#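 AC50 values derive from Hill modelling of qHTS concentration-response data (up to 46 uM) in H1299-neo cells. Cells were treated 24 h at 32C following overnight attachment at 37C; viability was read as cellular ATP.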
# * = called active by the depositor; ? = inconclusive; [ ] = another dose, or the depositor's remark. Calls follow the shape of the dose curve; as a rule, active = well fitted curve in the direction sought with a large enough effect; inconclusive = small, poorly fitted or top-dose-only effect, or another doubt; inactive = no such curve, though single readings can be large; an effect the other way counts as inactive or inconclusive.
SMILES,GALK inh,p53null 39C tox,B2AR arrestin ag,TSG101-PTAP inh,FH mod,NTMT1 inhibitor,p53null 32C tox
CC(C)c1ccc(NC(=O)c2cc(S(=O)(=O)NCc3ccccc3Cl)ccc2F)cc1,2%,14%,0%,-3%,?,-1%,33%[activator]
COc1ccc(CCNC(=O)Cc2c(C)c3cc4c(C)coc4c(C)c3oc2=O)cc1,-2%,0%,5%,6%,0%,2%,-1%
COc1ccc(-c2csc(=Nc3ccccc3)n2CCO)cc1F,8%,-4%,0%,-7%,-10%,-5%,4%
Cc1cccc(-c2noc(-c3ccccc3NC(=O)C3CC(=O)N(c4ccccc4C)C3)n2)c1 (configuration not stated),2%,36%[activator],-3%,-5%,-2%,-1%,1%
Cc1cc(OCC(=O)Nc2sc3c(c2C#N)CCC(C)C3)ccc1Cl (configuration not stated),0%,-15%,0%,1%,5%,9%,0%
O=C(Nc1ccccc1C(F)(F)F)Nc1c[nH]c(=O)[nH]c1=O,0%,11%,0%,-3%,3%,-1%,4%
Nc1nonc1-c1nc2ccccc2n1CC(=O)Nc1ccc(F)cc1,-14%,15%,-2%,2%,27%,9%,-11%
CCOC(=O)c1cnc2ccc(OC)cc2c1Nc1cccc(C(C)=O)c1,-5%,-2%,1%,2%,?,-17%,-3%
O=c1oc2ccc(Br)cc2cc1-c1nc(-c2ccccc2)no1,-1%,5%,0%,2%,-10%,25%,1%
COc1cc(-c2cc(OC)c3c(C)oc(C)c3c(=O)c2)ccc1OC(=O)c1cccc(C)c1,?,?,-3%,6%,-16%,12%,4%
O=C(CSc1c2c(nc3ccc(Cl)cc13)CCCC2)N1CCN(c2cccc(Cl)c2)CC1,-3%,22%,1%,-1%,?,-21%,28%
CCC(Sc1nc2n[nH]c(C)c2c(=N)n1-c1ccc(Br)cc1)C(=O)N(CC)CC (configuration not stated),2%,28%,2%,0%,-10%,?,6%
COc1ccc(NC(=O)CCc2nnc3n(C)c(=O)c4sccc4n23)cc1Cl,1%,16%,0%,-1%,-3%,1%,2%
Cc1cccc(Oc2nc3c(C)cccn3c(=O)c2/C=C(\C#N)c2nc3ccccc3[nH]2)c1,2%,29%,0%,-1%,0%,8%,-3%
O=C(COc1ccccc1Cl)Nc1ccc(-c2nc3ccccc3s2)cc1,-15%,-28%,0%,3%,-1%,-5%,?
COc1ccc(-n2nc3cc(C)c(NC(=O)c4ccc(-c5ccc(Br)cc5)o4)cc3n2)cc1,0%,21%,-2%,-5%,-10%,-1%,-5%
Cc1ccc(NCc2cccn2-c2nnc(N3CCC(C(=O)NCCc4ccccc4)CC3)s2)cc1,0%,41%[activator],-2%,0%,-15%,-3%,13%
O=C(CSc1oc(-c2ccccc2)nc1S(=O)(=O)c1ccc(Cl)cc1)c1ccccc1,0%,46%[activator],0%,7%,-27%,10%,17%
Cc1ccc(-c2cn(-c3cccc(Cl)c3)c(S(=O)(=O)CC(=O)Nc3ccccc3F)n2)cc1,4%,21%,0%,1%,?,4%,28%
Cc1ccc2oc3c(c(=O)c2c1)C(c1ccc(F)cc1)N(c1nc(C)c(C)s1)C3=O (configuration not stated),1%,-1%,0%,4%,0%,11%,3%
CCCSc1nc2sc3c(c2c(=O)n1-c1ccccc1)CCC(C)C3 (configuration not stated),0%,11%,-2%,-1%,4%,3%,-1%
CCOC(=O)CN1C(=O)N(c2ccc(C)c(C)c2)S(=O)(=O)c2ccccc21,-2%,8%,-1%,-5%,-7%,-17%,-4%
COc1ccc(NC(=O)c2cc3c([nH]c2=O)CC(c2ccccc2)CC3=O)cc1 (configuration not stated),-4%,-3%,1%,1%,3%,4%,1%
Cc1ccc(Cn2cc(C(=O)c3ccc(F)cc3)c(=O)c3cc4c(cc32)OCCO4)cc1,-1%,-5%,-1%,-9%,-16%,0%,0%
CN1CCN(c2nc3c(S(=O)(=O)c4ccc(Cl)cc4)nnn3c3ccsc23)CC1,-5%,-5%,1%,-13%,-9%,79µM*,-4%

# 3 of the compounds above, with two lines to a compound:
# Each structure is followed by: GALK inh	p53null 39C tox	B2AR arrestin ag	TSG101-PTAP inh	FH mod	NTMT1 inhibitor	p53null 32C tox
- Nc1nonc1-c1nc2ccccc2n1CC(=O)Nc1ccc(F)cc1
 : -14%	15%	-2%	2%	27%	9%	-11%
- CCOC(=O)c1cnc2ccc(OC)cc2c1Nc1cccc(C(C)=O)c1
 : -5%	-2%	1%	2%	?	-17%	-3%
- O=c1oc2ccc(Br)cc2cc1-c1nc(-c2ccccc2)no1
 : -1%	5%	0%	2%	-10%	25%	1%

# Next structures
SMILES,GALK inh,p53null 39C tox,B2AR arrestin ag,TSG101-PTAP inh,FH mod,NTMT1 inhibitor,p53null 32C tox
CC(C)Cn1c(=O)c2sccc2n2c(CCCC(=O)NCC(C)c3ccccc3)nnc12 (configuration not stated),2%,-19%,-1%,0%,-6%,8%,-1%
COc1cccc(-c2nnc(SCC(=O)N3CCc4ccccc43)o2)c1,0%,-3%,0%,-6%,5%,12%,-12%
Cc1nc2cccnc2n1-c1cccc(C(=O)NCc2cccc(Cl)c2)c1,1%,8%,-1%,-9%,1%,-4%,2%
Cc1ccc(CNC(=O)c2c(-c3ccc(Br)cc3)noc2C)o1,0%,4%,-1%,-8%,-2%,-9%,-4%
COc1ccccc1NC(=O)C1=C(C)Nc2nc(-c3ccco3)nn2C1c1ccccc1F (configuration not stated),2%,29%,-2%,-8%,-9%,-15%,6%
COc1ccccc1CN1CCC(CNS(=O)(=O)c2cc(-c3onc(C)c3C)ccc2OC)CC1,0%,-18%,0%,-4%,6%,?,15%
CS(=O)(=O)N1CCc2cc(S(=O)(=O)NCc3ccccc3Cl)ccc21,4%,10%,-1%,1%,-4%,1%,?
CCC(Sc1nnc2c3ccccc3n(C)c2n1)C(=O)Nc1nnc(C(C)C)s1 (configuration not stated),4%,-10%,-2%,2%,-18%,-1%,-5%
COc1ccc2c(c1)CC(C(=O)Nc1cc(OC)c(OC)c(OC)c1)CO2 (configuration not stated),2%,4%,-1%,0%,11%,-5%,2%
O=C(CSc1nc(-c2ccccc2)no1)N1CCN(c2ccccc2)CC1,1%,-5%,0%,0%,6%,-17%,0%
CCN(C(=O)c1nn(-c2ccc(OC)c(Cl)c2)c(=O)c2c1c1ccccc1n2C)c1cccc(C(F)(F)F)c1,0%,9%,-2%,-3%,-22%,7%,7%
Cc1ccc(NC(=O)Cn2cc(C(=O)C3CC3)c3ccccc32)c(C)c1,1%,1%,1%,-4%,-6%,-1%,2%
CCCn1cc(S(=O)(=O)c2ccccc2)c(=O)c2cc(F)c(N3CCCC3)cc21,-1%,14%,7%,-1%,-14%,2%,9%
Cc1cccc(C(=O)Nc2nnc(S(=O)(=O)N(C)Cc3ccco3)s2)c1,1%,20%,0%,-6%,-13%,5%,7%
O=C(c1ccc2c(c1)N(Cc1cccc(Cl)c1)C(=O)c1ccccc1S2(=O)=O)N1CCCC1,1%,17%,8%,-2%,-17%,-1%,17%
CC1CCN(C(=O)CN2CC(C)Sc3ccccc32)CC1 (configuration not stated),1%,3%,1%,-4%,-6%,1%,1%
CCC(C)NC(=O)CSc1nc2cc3c(cc2c(=O)n1CCCC(=O)NCCc1ccc(OC)c(OC)c1)OCO3 (configuration not stated),-2%,-1%,-2%,-3%,6%,-2%,3%
CCNc1cc(N2CCN(C3CCCCC3)CC2)c2noc3c2c1C(=O)c1ccccc1-3,7%,18%,-2%,25%,-2%,-21%,2%
Cc1nn(C)c2c1c(C(F)(F)F)cc(=O)n2CC(=O)NC(C)(C)C,0%,-1%,1%,-4%,0%,2%,4%
Cc1ccc(Cl)cc1N1CCN(C(=O)Cn2nc(C)c3sc4ccccc4c3c2=O)CC1,-9%,10%,1%,4%,-19%,4%,4%
COc1cccc(NC(=O)N2CCN(C(=O)c3nsc4ccccc34)CC2)c1,0%,?,-1%,0%,-6%,-5%,5%
COc1ccc(S(=O)(=O)c2c(Nc3ccc(C)cc3)sc(C(=O)c3ccc(C)cc3)c2N)cc1,-3%,9%,0%,0%,-10%,14%,22%
Cc1cccc(-n2ccnc2SCC(=O)Nc2cccc3ccccc23)c1C,0%,15%,0%,-2%,-9%,3%,?
COC(=O)c1c(NC(=O)c2nc(SCc3cccc(C)c3)ncc2Cl)sc2c1CCCC2,4%,-6%,-1%,5%,3%,11%,-1%
CCc1nn(CC(=O)Nc2cccc(C)c2C)c(=O)c2cc3sccc3n12,-10%,5%,1%,2%,4%,-11%,-3%

# Single records, as listed above. Order of screens: GALK inh	p53null 39C tox	B2AR arrestin ag	TSG101-PTAP inh	FH mod	NTMT1 inhibitor	p53null 32C tox
# Results for CS(=O)(=O)N1CCc2cc(S(=O)(=O)NCc3ccccc3Cl)ccc21 → 4%	10%	-1%	1%	-4%	1%	?
# Results for Cc1ccc(CNC(=O)c2c(-c3ccc(Br)cc3)noc2C)o1 → 0%	4%	-1%	-8%	-2%	-9%	-4%

# Going on with the list.
SMILES,GALK inh,p53null 39C tox,B2AR arrestin ag,TSG101-PTAP inh,FH mod,NTMT1 inhibitor,p53null 32C tox
Cc1cccc(Cn2cc(S(=O)(=O)c3ccccc3)c(=O)c3cc(F)c(N4CCOCC4)cc32)c1,1%,?,0%,2%,-15%,-4%,-4%
O=C(NCc1ccccc1)c1cccn1-c1nnc(N2CCCC2)s1,0%,7%,-1%,2%,-4%,0%,-4%
COc1ccc(NC(=O)C2=CC(c3ccc4c(c3)OCO4)=NS(=O)(=O)N2C)cc1,2%,-5%,-2%,0%,?,5%,-6%
Cc1nn(CCCC(=O)NCc2ccccc2)c(=O)c2cc3sccc3n12,-11%,-8%,0%,5%,2%,4%,10%
O=S(=O)(c1cccc(Cl)c1)n1c(/C=C/c2ccccc2Cl)nc2ccccc21,10%,2.8µM*,-1%,1%,-18%,6.3µM*,1.3µM*
COc1ccc(CNC(=O)CCc2nc3cccnc3n2Cc2ccc(OC)cc2)cc1,0%,-9%,1%,-1%,2%,0%,-4%
Cc1cc(C)c2c(=O)cc(CSc3nnc(-c4ccccc4)n3C)[nH]c2c1,1%,?,-1%,-3%,-10%,2%,-5%
Cc1ccc(-n2nc(C(=O)N3CCN(c4ccc(F)cc4)CC3)c(=O)n(C)c2=O)cc1,0%,?,-1%,-9%,-5%,-17%,9%
COc1ccc(CCNC(=O)c2cnn(-c3ccc(F)cc3)c2C2CCN(C(=O)OC(C)(C)C)CC2)c(OC)c1,1%,12%,0%,-3%,-20%,-6%,5%
O=c1c2c3c(sc2n(Cc2cc(=O)n4ccccc4n2)c(=O)n1-c1ccccc1)CCC3,1%,2%,1%,0%,-8%,-1%,2%

# Only part of the results is shown; the hit share may differ from the screen's.
